Screening results as filed in PubChem BioAssay.
hgDAF12 agonist = activates the H. glycines DAF-12 receptor ligand-binding domain | HEK293 GAL4-hgDAF12 UAS-luciferase reporter, agonist luminescence; normalized to butyrate control | activation, % at 6.8 µM | 370,000 tested, 1.8% active;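 active = activation above a cutoff set at the mean of all screened compounds plus 3 SD, cut at about 10% in these data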;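 note: 0% = DMSO wells and 100% = sodium butyrate wells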
GAA850 FXN act = frataxin GAA850 promoter activation | 360,000 tested, 0.56% active | AID 540364 | HEK293 lucGAA850 FXN promoter luciferase reporter, 24 h; percent of 10 µM SAHA response | activation, % at 6 µM;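 active = activation above the average of all compounds screened plus 3 SD, cutoff fixed separately per campaign, cut at about 7.5% in these data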;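 note: 0% = DMSO wells and 100% = 10 µM SAHA wells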
PLC-beta3 inh = blocks human PLC-beta3 enzyme activity; AID 720704; inhibition, % at 12.2 µM; 370,000 tested, 0.18% active; Purified PLC-beta3, fluorogenic substrate, fluorescence; in the data active = inhibition above about 11%;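 note: 0% = median of compound wells on plate and 100% = full blocker control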
PLC-gamma1 inh = inhibitors of human phospholipase C gamma1; P19174; purified PLC-gamma1, fluorogenic substrate, fluorescence; inhibition, % at 12.2 µM; 370,000 tested, 0.84% active; AID 720700; in the data active = inhibition above about 9.5%
hcDAF12 agonist = H. contortus DAF-12 activation, primary screen. 370,000 tested, 1.4% active. HEK293 hcDAF-12 lit1-tk-luc reporter, luminescence; 0% DMSO, 100% Δ7-dafachronic acid. AID 652067. activation, % at 6.8 µM;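 active = activation above the mean of all tested compounds plus 3 SD, cut at about 5.5% in these data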;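 note: 100% = response to 3 µM Δ7-dafachronic acid high control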
DAX1 inh-1 = blocks DAX1 repression of SF-1 activated StAR promoter. HEK293T StAR-luciferase reporter, SF-1/DAX-1 repression relief. inhibition, % at 6.8 µM. AID 652010. 370,000 tested, 1.1% active;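 active = inhibition above the mean over all tested compounds plus 3 SD, cut at about 3.6% in these data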;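 note: 0% = DAX-1 cells with DMSO and 100% = cells lacking DAX-1 with DMSO; higher inhibition means more luminescence from relief of DAX-1 repression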
ADAM17 inh = inhibitors of human ADAM17; inhibition, % at 6.95 µM; recombinant ADAM17, EDANS/DABCYL FRET peptide cleavage; P78536; 370,000 tested, 0.83% active;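 active = inhibition above the mean of compounds lying between control limits plus 3 SD, set per campaign, cut at about 8.5% in these data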;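 note: 0% = DMSO-only wells as the low control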
Target sequence (P78536 215-824 limits assumed): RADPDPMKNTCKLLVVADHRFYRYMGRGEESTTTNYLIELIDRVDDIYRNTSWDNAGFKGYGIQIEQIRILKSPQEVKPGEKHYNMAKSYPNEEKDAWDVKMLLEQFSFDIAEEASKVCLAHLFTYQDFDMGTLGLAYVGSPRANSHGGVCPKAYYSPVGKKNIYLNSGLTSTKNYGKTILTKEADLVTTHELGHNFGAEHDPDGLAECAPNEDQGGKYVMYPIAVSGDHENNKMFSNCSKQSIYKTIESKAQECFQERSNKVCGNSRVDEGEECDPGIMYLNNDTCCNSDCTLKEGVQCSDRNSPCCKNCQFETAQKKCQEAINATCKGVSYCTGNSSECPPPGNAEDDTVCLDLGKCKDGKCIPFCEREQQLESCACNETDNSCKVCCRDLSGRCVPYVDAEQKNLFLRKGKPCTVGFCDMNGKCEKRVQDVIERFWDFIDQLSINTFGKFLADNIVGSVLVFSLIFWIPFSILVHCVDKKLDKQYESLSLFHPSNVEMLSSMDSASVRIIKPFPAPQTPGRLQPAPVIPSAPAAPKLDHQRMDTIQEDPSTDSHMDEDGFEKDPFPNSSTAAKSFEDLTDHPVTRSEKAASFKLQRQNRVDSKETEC
DAX1 inh-2 = NR0B1 (DAX1) inhibition | 340,000 tested, 0.99% active | inhibition, % at 6.75 µM | AID 504766 | P51843 | HEK293 Gal4-DAX1 luciferase reporter, luminescence;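 active = inhibition above the mean over all tested compounds plus 3 SD, cut at about 4.2% in these data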;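 note: 0% = DAX1-transfected cells with DMSO and 100% = empty-vector control cells with DMSO; inhibition shows as a rise in luminescence from relieved DAX1 repression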
Target sequence (P51843 207-470 limits assumed): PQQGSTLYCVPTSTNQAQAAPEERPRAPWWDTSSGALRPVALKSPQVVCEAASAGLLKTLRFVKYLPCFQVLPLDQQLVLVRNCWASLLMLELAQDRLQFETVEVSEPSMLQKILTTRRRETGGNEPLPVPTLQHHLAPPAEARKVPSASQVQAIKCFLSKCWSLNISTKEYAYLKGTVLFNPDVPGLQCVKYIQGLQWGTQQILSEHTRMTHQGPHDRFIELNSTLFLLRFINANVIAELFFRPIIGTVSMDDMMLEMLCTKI
ADAM10 inh = inhibits human ADAM10. recombinant ADAM10, EDANS/DABCYL FRET peptide cleavage, 3 h. inhibition, % at 7 µM. 370,000 tested, 0.62% active. AID 720582;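 active = inhibition above a per-campaign cutoff equal to the mean of compounds falling between control-based bounds plus 3 SD, cut at about 20% in these data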;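 note: 0% = DMSO wells while the 100% control is not disclosed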
ssDAF-12 act = activators of S. stercoralis DAF-12 nuclear receptor. AID 652126. activation, % at 6.8 µM. 370,000 tested, 1% active. HEK293 ssDAF-12/GRIP1 lit1-tk-luc reporter, luminescence; % of 3 µM dafachronic acid response;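 active = activation above the mean over all tested compounds plus 3 SD, cut at about 0.9% in these data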;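 note: 0% = DMSO-only wells and 100% = 3 µM delta7-dafachronic acid wells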
HGIII-sPLA2 inh = Inhibits HGIII-sPLA2 liposome hydrolysis, primary screen; Q9NZ20; QFRET BODIPY PC-A2 liposome hydrolysis, fluorescence; inhibition, % at 12.2 µM; 370,000 tested, 0.56% active; AID 743126;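 active = inhibition above mean plus 3 SD of compounds lying within the high and low control bounds, cut at about 19% in these data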;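 note: 0% = median of test compound wells and 100% = no enzyme DMSO wells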
* hit, by the source's call; . = no result given.

Below each SMILES: hgDAF12 agonist	GAA850 FXN act	PLC-beta3 inh	PLC-gamma1 inh	hcDAF12 agonist	DAX1 inh-1	ADAM17 inh	DAX1 inh-2	ADAM10 inh	ssDAF-12 act	HGIII-sPLA2 inh
- COc1cccc(CC(=NO)c2cccc(OC)c2)c1
    -1.1	2.5	1	-3	-2.1	0.2	5	0.5	1	-1.4	-4
- COCCCNC(=O)/C(C#N)=C/c1ccc(F)cc1
    -0.2	2.8	-7	2	-2.1	0.8	-5	-0.2	-4	-1.0	2
- O=c1cc(O)c2ccccc2[nH]1
    1.6	2.5	1	4	0.2	0.3	-1	0.1	7	-0.5	9
- CN(Cc1ccccc1)C(=O)c1ccc(NC(=O)c2ccccc2)cc1
    -1.3	-0.3	-4	-2	-2.0	-1.8	1	-0.4	-1	-1.2	-7
- CCCN1CCN(C(=O)c2ccc(CS(=O)c3ccc(Br)cc3)o2)CC1 (stereo not given)
    1.0	0.6	2	4	0.1	1.3	-3	0.7	-5	-1.1	1
- Cc1cc(-c2ccccc2)nc(N/N=C/c2ccc(O)cc2O)n1
    -3.5	1.3	-20	-9	-0.7	-1.0	3	-1.9	5	-1.3	-48
- COc1cccc(CN2CC(C(=O)NCc3cccc(Cl)c3)CCC2=O)c1 (stereo not given)
    -1.3	-0.8	2	1	0.5	1.1	-3	-0.2	5	-1.3	-7
- CCn1c(-c2ccccc2Cl)nn(CC(=O)Nc2ccccc2OC)c1=S
    -0.3	-0.5	5	2	-0.8	0.0	2	-0.7	-5	-1.4	10
- COc1ccc(O)c(CN2CCN(CCCc3ccccc3)C(CCO)C2)c1 (stereo not given)
    -0.7	0.2	-8	1	-0.5	0.0	-6	1.1	-5	-0.7	-7
- CC(Oc1nc2c(c(=O)n(C)c(=O)n2C)n1C)C1CCCCC1 (stereo not given)
    -3.1	1.4	1	2	-1.9	-2.5	-1	1.3	5	-0.2	-2
- C(CCN1CCOCC1)CN1CCOCC1
    1.4	.	2	0	0.9	0.5	-6	.	-10	-1.1	13
- Cc1cc(N2CCN(S(=O)(=O)c3ccccc3)CC2)c2ccccc2n1
    -1.8	-0.1	3	2	-1.2	-1.1	0	-2.3	-2	-1.5	-8
- O=C(CN1C(=O)c2ccccc2S1(=O)=O)c1ccccc1F
    0.1	-4.4	-8	-2	-2.2	0.2	-6	-1.4	4	-1.2	0
- O=C(CCCOc1ccccc1)NNC(=O)c1ccncc1
    -1.5	0.0	0	1	-0.6	-0.2	-4	-0.8	-10	-0.7	-5
- COC(=O)COc1cccc(NC(=O)c2cccs2)c1
    -0.8	-0.5	-2	0	-1.2	0.4	-3	-1.1	2	-0.9	2
- COC(=O)CCC(=O)NNC(=O)c1ccc(Br)cc1
    0.6	3.0	2	7	-0.9	1.1	2	-0.2	-4	-1.0	3
- CCOC(=O)C1=C(O)C(=O)N(c2ccc(S(N)(=O)=O)cc2)C1c1ccc([N+](=O)[O-])cc1 (stereo not given)
    0.1	-0.9	-4	4	-1.4	0.2	1	-0.7	2	-1.6	-4
- O=c1cc(CSc2n[nH]c(=O)n2C2CC2)c2ccc(O)cc2o1
    -1.0	0.7	-84	-56	-2.1	0.0	-55	.	-144	-0.9	1
- CCN(CC)CCn1c(=S)[nH]c2ccc(Br)cc2c1=O
    -1.1	-0.5	-7	-1	0.2	-0.1	-6	0.3	-11	-2.0	7
- COC(=O)[C@]12C[C@H](CC(=O)N3CCCCC3)C(=O)N(Cc3ccc(Cl)cc3Cl)C1=C[C@H](COCc1ccccc1)O[C@@H]2C
    -3.7	.	1	1	-3.3	-1.6	-4	.	4	-1.1	-4
- Cc1cc(C(=O)NCCN2CCN(c3cccc(Cl)c3)CC2)n(-c2ccccc2)n1
    -2.0	-4.7	-3	-2	-4.0	-4.3	-3	-2.3	-10	-2.0	-1
- COc1cc2c(cc1OC)-c1cc(Nc3ccccc3Br)nc(=O)n1CC2
    -3.6	9.2*	-188	-130	-4.8	-0.7	-42	1.4	-100	-1.6	3
- S=c1[nH]nc(-c2ccco2)n1-c1ccc(Cl)cc1
    -3.9	0.4	8	0	-0.1	-0.3	0	3.9	-1	-0.6	13
- COc1ccc(-c2nnc(SCc3cc(C)ccc3C)n2N)cc1
    -1.2	-0.7	3	1	-0.2	-0.4	0	1.4	2	-1.4	-1
- C=C1[C@H](C)CN(S(=O)(=O)C(C)(C)C)[C@H]1CCO
    -2.5	2.0	1	-2	0.6	-0.6	-2	-1.2	-12	-1.0	5
- Cc1cccnc1C(NC(=O)C1CCN(CCOc2ccc(Cl)cc2Cl)CC1)c1ccc(Cl)cc1 (stereo not given)
    0.2	-2.2	1	-1	-1.6	0.3	-2	.	-4	-1.8	-5
- CC(=O)NC(=O)NC1OC(=O)C(Cl)=C1Cl (stereo not given)
    0.5	0.5	1	-1	-1.0	0.6	-10	1.6	-1	-0.6	-1
- CCc1ccc(C(=O)NNc2ccccc2F)cc1
    -1.4	0.5	-4	1	-0.8	-0.3	-1	-0.6	3	-1.2	2
- CCN(CC(=O)N1CCC(C(N)=O)CC1)S(=O)(=O)c1ccc(Cl)cc1
    -1.1	-0.4	-6	6	-1.7	0.5	-1	-0.2	-2	-1.2	8
- COc1cccc(C(O)c2ncc(-c3cccc(F)c3)[nH]2)c1 (stereo not given)
    -1.4	-1.1	-2	1	-0.4	-0.7	-2	.	-9	-1.1	4

Complete entries, quoted from the list.
CCN(CC)CCn1c(=S)[nH]c2ccc(Br)cc2c1=O is listed as hgDAF12 agonist = -1.1; GAA850 FXN act = -0.5; PLC-beta3 inh = -7; PLC-gamma1 inh = -1; hcDAF12 agonist = 0.2; DAX1 inh-1 = -0.1; ADAM17 inh = -6; DAX1 inh-2 = 0.3; ADAM10 inh = -11; ssDAF-12 act = -2.0; HGIII-sPLA2 inh = 7
CCc1ccc(C(=O)NNc2ccccc2F)cc1 is listed as hgDAF12 agonist = -1.4; GAA850 FXN act = 0.5; PLC-beta3 inh = -4; PLC-gamma1 inh = 1; hcDAF12 agonist = -0.8; DAX1 inh-1 = -0.3; ADAM17 inh = -1; DAX1 inh-2 = -0.6; ADAM10 inh = 3; ssDAF-12 act = -1.2; HGIII-sPLA2 inh = 2

(cont.)
Below each SMILES: hgDAF12 agonist	GAA850 FXN act	PLC-beta3 inh	PLC-gamma1 inh	hcDAF12 agonist	DAX1 inh-1	ADAM17 inh	DAX1 inh-2	ADAM10 inh	ssDAF-12 act	HGIII-sPLA2 inh
- C=CCNC(=S)NNC(=O)c1cccn(Cc2ccc(Cl)cc2Cl)c1=O
    2.6	2.3	-18	-13	-1.3	-0.6	-50	-0.3	-351	-1.5	26*
- CC[C@H]1OC(=O)[C@H](C)[C@@H](O[C@H]2C[C@@](C)(OC)[C@@H](O)[C@H](C)O2)C(C)[C@@H](O[C@@H]2O[C@H](C)C[C@H](N(C)C)[C@H]2O)[C@](C)(O)C[C@@H](C)CN(C)[C@H](C)[C@@H](O)[C@]1(C)O (stereo not given in full)
    -1.6	.	-2	0	1.0	0.2	0	.	-10	-1.1	16
- COc1ccc(CCNC(=O)COC(=O)c2cnc(C)cn2)cc1OC
    -3.0	1.7	5	3	-1.6	0.5	-1	0.2	6	0.5	0
- Cc1cccc(NC(=O)Cn2c(O)c(N=NC(=O)c3ccccc3O)c3ccccc32)c1
    2.0	-1.2	2	11*	6.0*	0.2	4	-0.8	0	0.7	6
- COc1ccc(C(=O)N2CCN(c3ccccn3)CC2)cc1
    1.0	-1.1	2	0	-0.5	-0.5	-1	0.8	-5	-1.7	-1
- COc1cc(OC)nc(NC(=O)CSc2nnc(-c3ccccc3)n2C2CCCCC2)n1
    -0.7	2.0	0	0	-1.9	0.2	-8	-0.8	1	-0.4	-1
- Cc1ccc(S(=O)(=O)NCC(=O)OCC(=O)N2CC(=O)Nc3ccccc32)cc1
    -0.5	0.0	-5	2	0.3	-0.3	-2	0.9	-2	-1.2	-1
- CCCCc1c(O)nc(SCC(=O)Nc2ccc3c(c2)CCC3)[nH]c1=O
    3.5	-1.8	0	-2	-0.3	-1.3	-6	1.3	-6	-1.1	1
- Cc1cccc2c(=O)n(C(=O)c3ccccc3)c(N)nc12
    5.2	-0.6	4	-1	3.9	0.6	-3	0.5	1	-0.2	-3
- COc1ccc(OC)c(S(=O)(=O)N(C(C)=O)c2ccc3oc(=O)sc3c2)c1
    -0.3	4.4	3	4	-2.1	-0.3	-4	0.0	-11	-1.1	-16
- COc1ccc(SC[C@H](Cc2ccccc2)N2CC[C@@H](O)CCC2=O)cc1
    1.1	-0.1	6	4	-0.9	-0.1	0	1.2	5	-1.2	-4
- Cc1nc(SCC(=O)N2CCN(c3ccccn3)CC2)c(C#N)c(C)c1C
    -1.7	-2.0	-8	-2	-1.6	0.1	-4	-0.2	-8	-1.5	-4
- O=C(CCOc1ccccc1)N1CCN(c2ccc(O)cc2)CC1
    -3.7	2.1	-12	6	-1.3	-0.8	1	0.2	7	-1.0	3
- Cc1ccc(N=CC2=C(O)CC(c3ccccc3Cl)CC2=O)cc1 (stereo not given)
    0.7	1.5	-3	-4	0.6	0.1	-3	.	-3	-1.0	7
- CC(=O)Oc1ccc(/C=N/NC(=O)C2CCCN2S(=O)(=O)c2ccc(Cl)cc2)cc1 (stereo not given)
    -0.5	-1.4	3	1	2.9	0.4	2	-0.5	7	-0.3	2
- Cc1nc([N+](=O)[O-])c(N2CCN(Cc3ccccc3)CC2)n1Cc1ccccc1
    -0.8	-1.6	1	4	-1.1	-0.1	0	-1.7	3	-1.2	-11
- CCCn1c(SCC(=O)NCc2ccccc2Cl)n[nH]c1=O
    -2.5	-1.8	-1	1	-0.5	-0.7	-2	0.0	-5	-1.4	8

Rows are unselected; 6.9% or so of the library scored in one or more.
